# ssDAF12 agonist: S. stercoralis DAF-12 activation, primary screen. activation, % at 6.8 µM. HEK293 ssDAF-12/GRIP1 lit1-tk-luc reporter, luminescence; % of 3 µM dafachronic acid response. 370,000 compounds, 1% hits;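 active = activation above the mean over all tested compounds plus 3 SD, cut at about 0.9% in these data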;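 note: 0% = DMSO-only wells and 100% = 3 µM delta7-dafachronic acid wells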
# DAX1 inh-1: inhibitors of human orphan nuclear receptor DAX1 (NR0B1) | AID 504766 | P51843 | HEK293 Gal4-DAX1 luciferase reporter, luminescence | inhibition, % at 6.75 µM | 340,000 compounds, 0.99% hits;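 active = inhibition above the mean over all tested compounds plus 3 SD, cut at about 4.2% in these data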;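 note: 0% = DAX1-transfected cells with DMSO and 100% = empty-vector control cells with DMSO; inhibition shows as a rise in luminescence from relieved DAX1 repression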
# Target sequence (P51843 207-470 limits assumed): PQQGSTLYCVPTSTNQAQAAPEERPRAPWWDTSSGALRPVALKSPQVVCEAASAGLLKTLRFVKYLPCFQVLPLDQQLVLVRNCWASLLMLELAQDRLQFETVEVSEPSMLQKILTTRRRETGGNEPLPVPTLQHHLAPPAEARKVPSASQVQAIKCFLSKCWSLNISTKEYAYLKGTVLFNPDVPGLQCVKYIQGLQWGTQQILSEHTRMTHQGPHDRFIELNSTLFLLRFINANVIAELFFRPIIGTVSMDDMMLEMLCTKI
# NR1D1 modulator: modulators of human Rev-erb alpha DNA binding; P20393; Rev-erbα–FITC-DNA binding, fluorescence polarization, 90 min; activity, % at 10 µM; 370,000 compounds, 0.79% hits; AID 1259318;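 active = activity above about 14%, limit read from the data; passing the limit was not always enough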;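 note: 0% = DMSO wells with 35 nM protein and 100% = DMSO wells with 750 nM protein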
# GAA850 FXN act: frataxin GAA850 promoter activation; 360,000 compounds, 0.56% hits; AID 540364; activation, % at 6 µM; HEK293 lucGAA850 FXN promoter luciferase reporter, 24 h; percent of 10 µM SAHA response;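 active = activation above the average of all compounds screened plus 3 SD, cutoff fixed separately per campaign, cut at about 7.5% in these data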;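 note: 0% = DMSO wells and 100% = 10 µM SAHA wells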
# hcDAF12 agonist: activators of H. contortus DAF-12 nuclear receptor. HEK293 hcDAF-12 lit1-tk-luc reporter, luminescence; 0% DMSO, 100% Δ7-dafachronic acid. activation, % at 6.8 µM. 370,000 compounds, 1.4% hits. AID 652067;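 active = activation above the mean of all tested compounds plus 3 SD, cut at about 5.5% in these data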;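 note: 100% = response to 3 µM Δ7-dafachronic acid high control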
# SMARCA2 activ: increases SMARCA2 function in MMTV reporter cells; MG213 cells, MMTV-luciferase reporter, dexamethasone, overnight; activation, % at 9.1 µM; 370,000 compounds, 1% hits; in the data active = activation above about 7.8%;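 note: 0% = vehicle wells and 100% = reference activator wells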
# sPLA2-III inh: Blocks human group III sPLA2 activity; Q9NZ20; QFRET BODIPY PC-A2 liposome hydrolysis, fluorescence; inhibition, % at 12.2 µM; 370,000 compounds, 0.56% hits; AID 743126;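 active = inhibition above mean plus 3 SD of compounds lying within the high and low control bounds, cut at about 19% in these data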;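 note: 0% = median of test compound wells and 100% = no enzyme DMSO wells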
# Target sequence (Q9NZ20 whole entry, looked up): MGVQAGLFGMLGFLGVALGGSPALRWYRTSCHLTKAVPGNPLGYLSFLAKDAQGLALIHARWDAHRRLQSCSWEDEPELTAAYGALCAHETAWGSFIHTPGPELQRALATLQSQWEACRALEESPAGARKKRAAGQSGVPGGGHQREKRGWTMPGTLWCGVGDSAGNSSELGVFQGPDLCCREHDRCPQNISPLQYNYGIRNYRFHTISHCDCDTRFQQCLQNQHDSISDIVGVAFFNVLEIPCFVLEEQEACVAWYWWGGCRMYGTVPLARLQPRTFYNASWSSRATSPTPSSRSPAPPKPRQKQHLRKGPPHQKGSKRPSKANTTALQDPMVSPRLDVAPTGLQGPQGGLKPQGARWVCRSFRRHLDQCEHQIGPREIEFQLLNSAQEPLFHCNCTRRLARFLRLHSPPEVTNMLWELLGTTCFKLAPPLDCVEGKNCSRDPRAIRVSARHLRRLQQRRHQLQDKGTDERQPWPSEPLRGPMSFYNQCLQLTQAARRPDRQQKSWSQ
# PLCb3 inh: blocks human PLC-beta3 enzyme activity; Purified PLC-beta3, fluorogenic substrate, fluorescence; inhibition, % at 12.2 µM; 370,000 compounds, 0.18% hits; AID 720704; in the data active = inhibition above about 11%;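 note: 0% = median of compound wells on plate and 100% = full blocker control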
# DAX1 inh-2: blocks DAX1 repression of SF-1 activated StAR promoter | inhibition, % at 6.8 µM | HEK293T StAR-luciferase reporter, SF-1/DAX-1 repression relief | 370,000 compounds, 1.1% hits | AID 652010;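 active = inhibition above the mean over all tested compounds plus 3 SD, cut at about 3.6% in these data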;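 note: 0% = DAX-1 cells with DMSO and 100% = cells lacking DAX-1 with DMSO; higher inhibition means more luminescence from relief of DAX-1 repression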
# hgDAF-12 ag: activates the H. glycines DAF-12 receptor ligand-binding domain; HEK293 GAL4-hgDAF12 UAS-luciferase reporter, agonist luminescence; normalized to butyrate control; activation, % at 6.8 µM; 370,000 compounds, 1.8% hits; AID 687014;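 active = activation above a cutoff set at the mean of all screened compounds plus 3 SD, cut at about 10% in these data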;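 note: 0% = DMSO wells and 100% = sodium butyrate wells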
# PG9 binder: small molecules binding HIV-1 gp120 antibody PG9; TR-FRET gp120-PG9 antibody binding; inhibition, % at 6.7 µM; 360,000 compounds, 0.43% hits; in the data active = inhibition above about 8.5%
# The depositor's hits bear a star; i = inactive; · = no result given. The order is random; 7% or so of the library scored in one or more.
1. COc1ccc(C(=O)Nc2ccc(C(=O)N3CCC(C)CC3)cc2)cc1OC
2. COC(=O)c1cc(S(=O)(=O)Nc2cccc(C)c2C)cn1C
3. O=C(OC(C(=O)NC1CCCCC1)c1ccccn1)c1cccs1 (configuration not stated)
4. O=C(c1ccc(CNc2c(NC3CCCCC3)c(=O)c2=O)cc1)N1CCc2ccccc21
5. Cc1cccc(CSC2=NCCN2C(=O)C2CC2)c1
6. CC(C)c1ccccc1-n1c(SCC(=O)c2ccc3c(c2)NC(=O)CO3)nc2ccccc2c1=O
7. CCOC(=O)c1ccc(NC(=O)CCOc2ccc(C)cc2)cc1
8. COc1ccccc1N=Cc1c(C)c(C#N)c2[nH]c3ccccc3n2c1=O
9. Cc1ccc(S(=O)(=O)NCCC(=O)OCC(=O)N2CCCC2=O)cc1
10. CC(=O)c1ccc(OCCCC(=O)N2CCN(S(=O)(=O)c3cc(C)ccc3C)CC2)cc1
Compound	1	2	3	4	5	6	7	8	9	10
ssDAF12 agonist	-0.2	-1.7	-0.6	1.1*	-0.1	-2.6	-1.3	-0.9	-0.9	-1.1
DAX1 inh-1	-0.9	-0.5	-0.6	1.3	-0.4	-1.1	1.3	0.0	-1.2	-0.2
NR1D1 modulator	0	-9	-1	-11	1	3	10	9	2	-5
GAA850 FXN act	1.7	-3.7	1.8	0.5	-0.7	-5.3	1.4	2.0	1.2	0.0
hcDAF12 agonist	-0.7	-0.1	-2.1	7.4*	0.5	-1.7	-0.6	1.6	0.2	-1.5
SMARCA2 activ	3	-5	-3	-2	-1	-5	1	4	-1	-2
sPLA2-III inh	-3	-5	3	6	0	-22	-5	2	8	-12
PLCb3 inh	0	1	-3	-5	1	-7	1	-43	-3	-10
DAX1 inh-2	0.1	-0.9	-0.5	0.1	0.0	-1.5	-0.1	1.0	2.8	-1.8
hgDAF-12 ag	-1.7	-0.9	-2.7	7.6	0.0	-4.9	4.5	0.3	0.8	0.4
PG9 binder	-1.0	-1.1	3.5	0.3	0.4	-0.5	-0.8	0.4	0.9	1.4

11. Cc1ccc(S(=O)(=O)c2ccc(-n3nc(C)cc3N)cc2)cc1
12. O=C(NCC1CCCO1)c1cc2ccccc2nc1Cl (configuration not stated)
13. CC1CN(C(=O)c2cc3cc([N+](=O)[O-])ccc3oc2=O)CC(C)O1 (configuration not stated)
14. COc1ccc(-c2cc(C(F)F)n3ncc(C(=O)Nc4ccc(C(=O)N5CCOCC5)cc4)c3n2)cc1
15. COc1ccc(OC)c(CNC(=O)C2CCN(S(=O)(=O)N3CCCC3)CC2)c1
16. COC(=O)c1ccc(NS(=O)(=O)c2ccc3[nH]c(=O)oc3c2)cc1
17. COc1ccc(NC(=O)n2ncc3c(C)cccc32)cc1OC
18. N/C(=N\OC(=O)c1cccc(F)c1)c1ccccn1
19. COC(=O)c1cc(C(=O)OCC(=O)NC2CCCC2)cc([N+](=O)[O-])c1
20. COc1cc(C(=O)COC(=O)c2cccs2)cc(OC)c1OC
Compound	11	12	13	14	15	16	17	18	19	20
ssDAF12 agonist	-1.1	-0.4	-1.5	-1.0	-1.7	-0.8	-0.4	0.4	-1.1	-1.4
DAX1 inh-1	·	4.3*	-0.4	0.3	0.0	0.6	0.2	-1.1	-0.2	2.5
NR1D1 modulator	0	8	-1	-3	4	6	3	-2	2	-2
GAA850 FXN act	0.7	2.9	1.5	1.7	2.4	1.1	2.7	-3.0	0.2	0.5
hcDAF12 agonist	-1.9	-0.4	-1.8	-0.6	-0.2	-1.6	-1.2	8.2*	-1.5	-1.1
SMARCA2 activ	-5	-3	1	-2	-3	-3	6	5	-3	-3
sPLA2-III inh	-10	0	1	8	1	-4	-3	6	1	-7
PLCb3 inh	-3	2	-2	-157	7	-8	-7	-6	0	0
DAX1 inh-2	-0.3	1.4	-0.1	-0.3	0.3	0.0	0.5	11*	0.0	-0.5
hgDAF-12 ag	-3.5	-0.1	-1.4	-2.9	0.7	-1.2	5.0	8.6	-1.0	0.8
PG9 binder	1.9	-3.0	0.2	0.3	-1.0	-1.1	-1.1	0.6	-0.9	-0.3

21. O=C(COc1ccc(Cl)cc1Cl)Nc1nnc(C2=COCCO2)o1
22. O=C(N=C1SC2CS(=O)(=O)CC2N1c1ccc(Cl)c(Cl)c1)C1CCCO1 (configuration not stated)
23. CSc1nc(C)cc(SCCO)n1
24. CCc1cccc(NS(=O)(=O)c2ccc3c(c2)NC(=O)CC(=O)N3)c1
25. Cc1ccc(-c2noc(-c3ccccc3F)n2)cc1
26. O=C(NCCN1CCOCC1)C(Sc1ccccc1)c1ccccc1 (configuration not stated)
27. COCCCNC(=S)NNC(=O)c1csc(C)n1
28. N=C1C(c2nc3ccccc3[nH]2)=C(O)CN1c1ccc(F)cc1
29. COc1ccc(NC(=O)CN(C)CC(=O)NCc2ccc(C)cc2)cc1
30. COc1ccc(NC(=O)c2cc(S(=O)(=O)N3CCCCC3)c[nH]2)c(OC)c1
Compound	21	22	23	24	25	26	27	28	29	30
ssDAF12 agonist	-2.2	-0.8	-1.5	-1.3	2.1*	-0.2	-1.5	-1.0	-1.5	-1.6
DAX1 inh-1	1.5	0.4	-0.6	-0.3	2.0	-0.3	2.3	-0.4	1.7	-0.2
NR1D1 modulator	2	8	-2	10	-6	0	1	3	-3	-2
GAA850 FXN act	-0.5	-1.9	2.8	0.9	8.1*	-0.5	-0.8	-0.8	0.3	-0.9
hcDAF12 agonist	0.6	0.6	0.3	-1.1	17*	-1.4	0.0	-0.5	-0.7	-1.7
SMARCA2 activ	-1	-3	0	-5	3	-1	-5	2	-3	-1
sPLA2-III inh	-2	-9	0	2	12	-3	1	15	3	3
PLCb3 inh	2	-5	-1	-6	1	-8	-2	0	-3	-4
DAX1 inh-2	-0.5	0.2	0.7	0.2	3.7*	-0.1	0.9	0.5	1.1	-0.3
hgDAF-12 ag	0.9	-0.9	-0.6	-2.9	12*	1.6	-1.8	4.0	-0.1	-2.7
PG9 binder	-1.3	-0.9	-2.0	0.8	-0.9	-0.6	-2.1	-1.8	-1.6	0.5

31. CC(=O)Nc1ccc(NC(=O)CSC2=NS(=O)(=O)c3ccccc3N2)cc1
32. COc1cc(OC)cc(C(=O)NCC(=O)OC2CCCCC2=O)c1 (configuration not stated)
33. O=C(CCCn1c(=O)c2ccccc2n(Cc2cccc(F)c2)c1=O)NC1CCN(Cc2ccccc2)CC1
34. COc1ccccc1C(=O)NCCC(=O)N(C)Cc1ccc(C)o1
35. O=c1cc(-c2ccc(O)cc2)oc2ccc3ccccc3c12
36. COc1ccc(OC)c(COC(=O)c2cc([N+](=O)[O-])ccc2N2CCOCC2)c1
37. COc1cc(S(=O)(=O)N2CCCN(C)CC2)ccc1NC(C)=O
38. Cc1ccc(C(=O)Nc2ccc3c(c2)ncn3C)cc1
39. O=C(Cc1ccccc1Cl)Nc1cccc(S(=O)(=O)N2CCCCCC2)c1
40. Cc1cc(-c2ccccc2)c(C#N)c(=S)[nH]1
Compound	31	32	33	34	35	36	37	38	39	40
ssDAF12 agonist	-0.8	-0.6	-2.1	-1.3	-1.9	-2.1	-0.9	0.1	-1.3	-1.1
DAX1 inh-1	1.3	-0.3	·	0.1	-3.8	-2.4	0.2	1.7	-0.6	0.1
NR1D1 modulator	1	-2	2	-9	-28	2	0	1	-11	-2
GAA850 FXN act	2.2	2.6	·	1.1	-6.3	-2.6	0.2	2.8	1.8	1.0
hcDAF12 agonist	-1.9	-2.0	-1.4	-1.9	-3.3	-1.5	0.3	3.6	-1.5	3.8
SMARCA2 activ	-1	0	-2	-3	-4	-2	0	2	-1	-2
sPLA2-III inh	-8	2	-23	0	-30	8	3	-1	-26	13
PLCb3 inh	-4	4	-6	-8	i	-7	-6	-1	-2	-5
DAX1 inh-2	-2.1	0.2	0.1	2.9	-3.7	-5.9	0.1	3.1	1.9	0.6
hgDAF-12 ag	2.0	-0.9	-0.1	-1.7	-12	-1.0	0.4	8.9	0.1	-1.0
PG9 binder	-0.4	-1.6	-2.1	-0.2	2.9	2.1	-0.3	0.4	-0.5	1.6

41. COc1ccc(C(=O)NC(=S)Nc2nc(-c3ccc(OC)c(Br)c3)cs2)cc1Br
42. CNC(=S)Nc1sc2c(c1C(=O)OC)CCC2
43. COc1cc(NC(=O)c2ccc(-c3csc(C)n3)cc2)c(OC)cc1Cl
44. O=C(NC(=S)N1CCCCC1CO)C12CC3CC(CC(C3)C1)C2 (configuration not stated)
45. CC(=O)Nc1ccc(OCC(O)CN2CCN(Cc3ccccc3)CC2)cc1 (configuration not stated)
46. COc1ccc(-c2nnc(-c3ccc(N(C)C)cc3)o2)cc1
47. CCNc1nc(SC(C)C(=O)Nc2ccccc2)nc(N(C)C)n1 (configuration not stated)
48. O=C(NC1(C(F)(F)F)NC(=O)N(Cc2cccnc2)C1=O)c1cccs1 (configuration not stated)
Compound	41	42	43	44	45	46	47	48
ssDAF12 agonist	-1.1	0.1	-0.5	-1.6	-1.7	-1.5	-1.0	-0.8
DAX1 inh-1	0.7	-0.4	0.0	-1.4	0.2	1.6	-0.4	0.6
NR1D1 modulator	-4	2	-27	-7	0	-2	-4	-4
GAA850 FXN act	-1.6	1.1	1.5	-1.9	1.6	1.9	0.9	0.3
hcDAF12 agonist	-1.6	-0.5	-0.9	-0.3	-2.0	2.8	-1.9	-0.3
SMARCA2 activ	1	9.1*	-1	-2	-1	16*	-2	0
sPLA2-III inh	1	5	3	3	-2	4	-7	10
PLCb3 inh	-11	-9	-12	-6	0	i	-3	3
DAX1 inh-2	0.1	0.2	0.1	-0.4	0.3	1.2	-0.5	-0.2
hgDAF-12 ag	1.6	1.2	-1.2	0.0	-1.7	4.0	-3.9	-0.5
PG9 binder	-3.5	-2.3	-0.7	1.1	0.3	0.0	2.0	-0.5

# Down the list, from the results shown.
# hcDAF12 agonist, compounds 42–48, in order: -0.5, -0.9, -0.3, -2.0, 2.8, -1.9, -0.3

# From no. 41 to 44, as listed above:
41. COc1ccc(C(=O)NC(=S)Nc2nc(-c3ccc(OC)c(Br)c3)cs2)cc1Br
42. CNC(=S)Nc1sc2c(c1C(=O)OC)CCC2
43. COc1cc(NC(=O)c2ccc(-c3csc(C)n3)cc2)c(OC)cc1Cl
44. O=C(NC(=S)N1CCCCC1CO)C12CC3CC(CC(C3)C1)C2 (configuration not stated)
Compound	41	42	43	44
ssDAF12 agonist	-1.1	0.1	-0.5	-1.6
DAX1 inh-1	0.7	-0.4	0.0	-1.4
NR1D1 modulator	-4	2	-27	-7
GAA850 FXN act	-1.6	1.1	1.5	-1.9
hcDAF12 agonist	-1.6	-0.5	-0.9	-0.3
SMARCA2 activ	1	9.1*	-1	-2
sPLA2-III inh	1	5	3	3
PLCb3 inh	-11	-9	-12	-6
DAX1 inh-2	0.1	0.2	0.1	-0.4
hgDAF-12 ag	1.6	1.2	-1.2	0.0
PG9 binder	-3.5	-2.3	-0.7	1.1

# Screening results (PubChem)
